MsrA inhibitor – bovine MsrA inhibition | purified bovine MsrA, absorbance read-out | inhibition, % at 15.5 µM | hit rate 0.75% among 360,000; in the data active means inhibition above about 4.5%;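 further: 0% = vehicle wells with enzyme and 100% = reference inhibitor wells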
LMPTP inh – blocks human LMPTP phosphatase | P24666 | recombinant LMPTP-A, OMFP fluorogenic substrate, fluorescence intensity | inhibition, % at 20 µM | hit rate 0.22% among 360,000 | AID 651560;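 active means compounds that cut the enzyme signal by at least half of the control window in the single-dose screen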;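 further: plate controls were DMSO wells with enzyme plus substrate for no effect and substrate without enzyme for full effect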
Target sequence (P24666 whole entry, looked up): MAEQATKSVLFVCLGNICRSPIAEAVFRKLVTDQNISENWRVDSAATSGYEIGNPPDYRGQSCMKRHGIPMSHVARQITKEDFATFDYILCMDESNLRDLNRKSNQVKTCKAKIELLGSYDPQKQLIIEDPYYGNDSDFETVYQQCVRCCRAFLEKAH
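Buffer or medium: Bis-Tris pH 6.0, DTT, detergent; Assay system: LMPTP-A enzyme; Quantity: 0.625 nM enzyme; Detection: endpoint fluorescence intensity; Times: 50 min dark incubation at room temperature; Controls: substrate-only low control, DMSO enzyme-plus-substrate high control; Doses: single 20 µM dose; Read-out: percent inhibition versus substrate-only and uninhibited controls; Reagent: 400 µM OMFP.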
DNMT1 inh – blocks human DNA methyltransferase DNMT1. P26358. AID 588458. hit rate 0.83% among 360,000. DNMT1 molecular beacon, Hinp1I cleavage, fluorescence. inhibition (reported as % activation of signal), % at 10 µM; in the data active means inhibition above about 50%
Scp1 inh – inhibitors of human Scp-1 phosphatase; AID 493091; Recombinant Scp1, phosphopeptide, malachite green phosphate absorbance; inhibition, % at 20 µM; Q9GZU7; hit rate 0.88% among 340,000;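 active means inhibition above about 50% at 20 µM, limit read from the data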;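 further: plate controls were DMSO wells with enzyme for no effect and wells lacking enzyme for full effect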
Target sequence (Q9GZU7 76-261 limits assumed): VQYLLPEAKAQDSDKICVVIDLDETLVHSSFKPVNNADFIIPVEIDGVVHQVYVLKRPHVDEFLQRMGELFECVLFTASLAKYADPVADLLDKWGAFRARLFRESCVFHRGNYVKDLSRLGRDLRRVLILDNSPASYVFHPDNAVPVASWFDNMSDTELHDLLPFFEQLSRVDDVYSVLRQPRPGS
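Assay system: SCP-1 catalytic fragment, aa 76-261 | Buffer or medium: Tris acetate buffer pH 5.5 with MgCl2 and Tween-20 | Compound: One concentration, 20 µM, with 1.0% DMSO | Also added: Phospho 17-mer peptide substrate | Signal: Absorbance at 630 nm | Incubation: 45 min enzyme reaction at room temperature | Measure: % inhibition of SCP-1 phosphate liberation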
SUMO1 PPI mod – alters human SUMO1 binding to SIM partners. hit rate 0.33% among 360,000. inhibition, % at 20 µM. SUMO1 binding to a labelled peptide, TR-FRET, 1 h. P63165; in the data active means inhibition above about 37%
Target sequence (P63165 whole entry, looked up): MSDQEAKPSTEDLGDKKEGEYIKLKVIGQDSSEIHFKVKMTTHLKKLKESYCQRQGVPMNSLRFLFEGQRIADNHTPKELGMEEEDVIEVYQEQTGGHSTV
STEP block – blocks human striatal-enriched tyrosine phosphatase | recombinant STEP, OMFP fluorogenic substrate, fluorescence | inhibition, % at 20 µM | hit rate 0.25% among 360,000;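 active means inhibition at 20 µM, scaled per plate between control wells, above about 37%, limit read from the data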;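 further: 0% = DMSO with enzyme and substrate and 100% = substrate only without enzyme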
Target sequence (P54829 whole entry, looked up): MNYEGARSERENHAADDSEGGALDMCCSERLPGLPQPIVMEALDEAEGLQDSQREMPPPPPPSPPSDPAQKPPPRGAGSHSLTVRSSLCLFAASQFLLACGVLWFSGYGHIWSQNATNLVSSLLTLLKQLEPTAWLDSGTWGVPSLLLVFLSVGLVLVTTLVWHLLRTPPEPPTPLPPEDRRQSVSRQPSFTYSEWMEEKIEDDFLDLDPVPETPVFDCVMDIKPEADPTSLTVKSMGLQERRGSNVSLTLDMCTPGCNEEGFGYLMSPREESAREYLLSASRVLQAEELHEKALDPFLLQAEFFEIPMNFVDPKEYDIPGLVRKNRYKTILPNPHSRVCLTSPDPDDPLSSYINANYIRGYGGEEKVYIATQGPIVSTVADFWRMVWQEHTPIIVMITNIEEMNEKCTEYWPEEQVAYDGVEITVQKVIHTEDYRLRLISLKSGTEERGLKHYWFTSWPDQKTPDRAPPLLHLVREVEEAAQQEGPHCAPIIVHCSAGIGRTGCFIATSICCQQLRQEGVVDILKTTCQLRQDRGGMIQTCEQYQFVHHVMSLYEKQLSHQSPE
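material = STEP tyrosine phosphatase | reagent = fluorogenic phosphatase substrate OMFP at 25 µM final | doses = single compound dose of 20 µM, 1% DMSO final | schedule = 20 min reaction, room temperature, in the dark | measured by = fluorescence, 480/540 nm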
eLon inh – inhibitors of E. coli Lon protease | purified E. coli Lon protease, fluorescence polarization | hit rate 0.42% among 360,000 | AID 602123 | inhibition, % at 7.94 µM | P0A9M0; in the data active means inhibition above about 13%, passing the limit was not always enough;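 further: 0% = enzyme with probe and DMSO and 100% = no enzyme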
MsrA act – activates bovine MsrA enzyme. purified bovine MsrA, absorbance read-out. hit rate 0.3% among 360,000. activation, % at 10.6 µM. AID 602163; in the data active means activation above about 7.5%;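 further: 0% = vehicle and 100% = reference activator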
TbMetRS inhib – blocks T. brucei methionyl-tRNA synthetase activity; purified T. brucei MetRS, ATP depletion, Kinase-Glo luminescence; inhibition, % at 11.9 µM; hit rate 0.4% among 360,000;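 active means inhibition above a per-plate cutoff of the control wells' mean inhibition plus 3 SD, cut at about 5.5% in these data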;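 further: 0% = DMSO wells median and 100% = median of wells with control inhibitor compound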
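Material – parasite MetRS enzyme · Medium – HEPES-MgCl2-KCl buffer plus DTT, spermine, BSA, pyrophosphatase · Reagent – ATP, methionine and E. coli bulk tRNA substrates · Times – 15 min enzyme-compound preincubation, 2 h reaction, 10 min detection, 25 °C · Measured by – luminescence of leftover ATP · Evaluation – percent inhibition relative to median high and low control wells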
NRP1-CendR mod – NRP-1/CendR interaction modulation; inhibition, % at 25 µM; hit rate 0.85% among 360,000; O14786; AID 602438; FAM-RPARPAR peptide binding to NRP-1, fluorescence polarization;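 active means inhibition or corrected inhibition above about 18%, plus a signal ratio from 0.5 to 1.5, limit read from the data, passing the limit was not always enough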; further: strong numbers were not always called active
An asterisk follows results filed as active; · = not tested or not shown.

MsrA inhibitor	LMPTP inh	DNMT1 inh	Scp1 inh	SUMO1 PPI mod	STEP block	eLon inh	MsrA act	TbMetRS inhib	NRP1-CendR mod	structure
-1.4	-2.2	1	-4	-1	-3	-5	-9	-0.7	-1	CC(C)C(NC(=O)c1ccccc1)c1nnc(SCC(=O)Nc2nccs2)n1C (stereo not drawn)
-1.2	-0.9	1	-15	0	2	-3	-4	-0.3	9	CCOc1ccc(CN(C(=O)c2cccs2)C2CCS(=O)(=O)C2)cc1 (stereo not drawn)
1.2	-0.8	1	-12	-3	-2	-7	1	-1.4	-10	CC(=O)NNc1cccc(Cl)n1
2.3	-0.7	-5	2	-7	-2	-8	0	-1.0	7	O=C(/C=C/c1ccccc1)N/C(=C\c1ccco1)C(=O)NCCO
0.9	0.2	0	-4	-20	2	4	-3	0.1	-11	CC(=O)Nc1ccc(NC(=O)CSc2ncc(C(=O)Nc3ccccc3)c(=O)n2C)cc1
0.5	4.0	·	·	2	·	11	-2	-0.4	12	COc1ccc(C2=Cc3ccccc3C(CC(=O)C3CC3)N2c2ccc(C#CCCO)cc2)cc1 (stereo not drawn)
0.5	1.1	5	-8	8	2	-4	-3	-0.4	4	CC1CCN(S(=O)(=O)c2cccc(C(=O)Nc3nccs3)c2)CC1
1.7	2.9	-7	-16	-3	0	3	-4	-0.7	-4	Cc1ccc(OC(=O)c2cccc(S(=O)(=O)N(C)C)c2)c(-n2nc3ccccc3n2)c1
0.5	0.0	-1	-8	1	0	5	-1	-0.7	5	Cc1ccc(C2=NN(S(C)(=O)=O)C(c3cccs3)C2)cc1 (stereo not drawn)
0.5	3.0	5	-7	-7	1	6	1	-0.5	-7	CC(C)C[C@@H](CN(C)N=O)N(C[C@H](Cc1ccccc1)N(CCc1ccccc1)N=O)N=O
·	-1.5	2	-1	-2	-3	0	-6	-0.6	-36	O=C(O)Cn1cc(F)c(=O)[nH]c1=O
1.5	-1.3	2	0	0	-1	1	-5	-0.8	5	CCn1c(CCNC(=O)c2ccc(OC)c(OC)c2)nc2ccccc21
0.0	-0.2	5	0	2	-5	-4	-14	1.5	13	O=C(CSc1nnc(Nc2ccccc2F)s1)NC1CCS(=O)(=O)C1 (stereo not drawn)
0.7	-2.7	2	-9	4	2	5	-2	0.4	-1	CSc1ccccc1NC(=O)C(C)N(C)CC(=O)N1CCN(Cc2ccccc2)CC1 (stereo not drawn)
0.7	-0.8	1	-3	-1	1	3	-4	-0.4	5	CC(OC(=O)c1ccc(Cl)cc1)C(=O)NCC1CCCCC1 (stereo not drawn)
0.5	-0.6	-12	-7	-4	1	12	1	-0.3	18	COc1nnc(-c2ccc(N3CCOCC3)c(NC(C)=O)c2)c2ccccc12
-1.7	-0.2	7	0	6	0	-55	-2	-0.3	-14	Cc1ccc(NC(=O)CN(C)C(=O)COC(=O)c2ccc(NC(=O)CC#N)cc2)cc1
-0.6	2.8	10	57*	-6	-30	-163	-4	0.3	148	CCC/C(C#Cc1ccc(N(C)C)cc1)=C1/c2ccccc2C(=O)N1c1ccccc1
-0.1	-0.6	-1	-1	4	1	2	7	-0.1	-9	CCc1ccc(NC(=O)CN2CCC(C(=O)c3ccc(OC)cc3)CC2)cc1
0.1	-2.0	0	-3	-2	-2	2	-2	0.1	-4	CS(=O)(=O)N(CC(=O)NCc1ccncc1)c1ccc(Cl)c(Cl)c1
1.1	1.1	1	-7	2	-1	0	-2	0.2	-2	Cc1ccccc1CN1[C@@H]2c3ccccc3C[C@@H]2OCCS1(=O)=O
1.9	-0.9	·	·	3	·	-2	-7	-0.6	-6	O=C1NC[C@H](CCCCN2C[C@H](Cc3ccc(O)cc3)N(CCC3CCCCC3)C(=O)C2=O)N(CCc2ccccc2)C1=O
0.9	-0.3	0	-11	0	-1	0	-4	-0.5	-9	NS(=O)(=O)c1cccc(NC(=O)Cn2cc(C(F)(F)F)cc(Cl)c2=O)c1
-0.2	1.3	-5	-7	-4	2	-14	-5	-0.4	-7	CN(C(=O)c1cc2ccccc2o1)c1c(N)n(Cc2ccccc2)c(=O)[nH]c1=O
0.3	-0.1	2	-11	2	0	1	-2	1.0	7	CCOc1ccc(N2CC(NC(=O)c3cccc4ccccc34)CC2=O)cc1 (stereo not drawn)
0.3	0.0	-3	-8	10	-2	-2	-3	-0.4	-5	CCC(C)NS(=O)(=O)c1ccc(S(=O)(=O)N(CC(=O)Nc2ccccc2)Cc2ccco2)cc1 (stereo not drawn)
0.7	-1.8	1	-7	4	-9	2	-10	-0.5	8	CC(C)c1nnc(NC(=O)CCC(=O)NCc2cccs2)s1
-0.4	2.5	-1	-4	-1	-2	-11	1	-0.3	-6	COc1ccc(-c2cc(C(=O)N3CCN(S(=O)(=O)c4ccccc4)CC3)[nH]n2)cc1
1.5	1.0	28	-5	1	0	-12	1	0.4	-55	NS(=O)(=O)c1ccc(NC(=S)NC(=O)/C=C/c2ccco2)cc1
0.3	-0.9	1	3	-1	-1	-4	0	0.0	-7	O=C(COC(=O)c1ccc(O)cc1)NC1CCCCCC1
0.2	0.3	0	-9	4	-1	3	1	-0.2	-10	CC(=O)Nc1ccc(C(=O)OCC(=O)N2CCC(Cc3ccccc3)CC2)cc1
-0.1	2.9	-1	3	-4	-1	-5	-4	-0.5	-4	FC(F)(F)c1cccc(CNc2ncccc2-c2nc3cc(Cl)ccc3o2)c1
0.6	4.8	9	1	0	2	6	-15	-1.3	-1	CC(C)C(=O)Nc1ccc(C(=O)Nc2nnc(C(C)(C)C)s2)cc1
1.1	0.2	0	-2	-14	1	-11	-4	0.1	7	CN=C1c2cc3cc(OC)ccc3n2CCN1Cc1ccccc1
0.9	-0.1	-5	-18	-1	0	-8	-7	-0.8	3	Cc1cccc(OCCCCCn2ccnc2)c1C
-1.1	0.4	43	2	-46	-2	6	-6	-0.4	-7	CN(C)CCNc1ccc(CO)c2oc3ccc(O)cc3c(=O)c12
0.7	1.5	2	-8	1	1	7	-1	-0.5	0	CN(C(=O)c1ccco1)c1nnc(C23CC4CC(CC(C4)C2)C3)s1
-0.8	-0.3	2	-2	1	-2	-6	-3	-0.4	6	Cc1ccc(NC(=O)COC(=O)CNC(=O)c2cccs2)cc1S(=O)(=O)N1CCOCC1
-0.6	0.7	-1	-4	1	0	-12	-4	-0.5	-4	N#Cc1ccsc1NC(=O)C1CCN(C(=O)c2ccc(Cl)cc2)CC1
·	-1.3	3	-8	0	3	-4	-2	-0.1	-2	CCN1C(=O)[C@H]2[C@@H](c3ccccc3)N3C(=O)N(c4cccc(F)c4)C(=O)[C@@]3(CC(C)C)[C@H]2C1=O

The final four entries of the section before open the next one.
MsrA inhibitor	LMPTP inh	DNMT1 inh	Scp1 inh	SUMO1 PPI mod	STEP block	eLon inh	MsrA act	TbMetRS inhib	NRP1-CendR mod	structure
0.7	1.5	2	-8	1	1	7	-1	-0.5	0	CN(C(=O)c1ccco1)c1nnc(C23CC4CC(CC(C4)C2)C3)s1
-0.8	-0.3	2	-2	1	-2	-6	-3	-0.4	6	Cc1ccc(NC(=O)COC(=O)CNC(=O)c2cccs2)cc1S(=O)(=O)N1CCOCC1
-0.6	0.7	-1	-4	1	0	-12	-4	-0.5	-4	N#Cc1ccsc1NC(=O)C1CCN(C(=O)c2ccc(Cl)cc2)CC1
·	-1.3	3	-8	0	3	-4	-2	-0.1	-2	CCN1C(=O)[C@H]2[C@@H](c3ccccc3)N3C(=O)N(c4cccc(F)c4)C(=O)[C@@]3(CC(C)C)[C@H]2C1=O
1.0	-0.7	-1	-1	-1	1	9	-7	-0.4	15	Cc1noc(C)c1COc1ccccc1C(=O)N1CCN(S(=O)(=O)c2ccc(F)c(F)c2)CC1
0.8	0.2	-2	-4	-2	-2	-2	0	-0.3	12	Cc1ccc(NCC(=O)N/N=C/c2cc3ccccc3nc2Cl)cc1
0.2	-0.4	-2	-3	-21	2	-2	-2	0.5	3	O=C(/C=C/c1cccc([N+](=O)[O-])c1)NCc1ccco1
-0.5	0.1	0	-10	-1	-1	-3	-1	-0.2	-2	COc1ccc(-c2nc(N)n(C(=O)Cc3ccccc3)n2)cc1
-1.6	-0.5	4	-10	46*	-4	-3	-3	-0.2	6	CC(C(=O)Nc1ccc(C#N)cc1)N(C)CC(=O)N(C)c1c(N)n(Cc2ccccc2)c(=O)[nH]c1=O (stereo not drawn)
-0.8	0.4	0	-1	4	-3	-3	-3	0.0	13	O=C(CSc1ncccn1)N1CCCC1
-0.2	3.2	-2	10	-2	-1	0	-2	0.1	-5	COc1ccc(C2C=C(C)Nc3nc4ccccc4n32)cc1 (stereo not drawn)
-0.6	-1.0	2	-5	0	4	-10	-3	-0.7	3	O=C(c1c(Cl)cccc1Cl)N1CCCCCC1
1.4	-0.8	1	-6	-2	3	-2	-3	-0.7	-7	CC1(C)CC(=O)C=C(NC2CCCCCC2)C1
0.3	-0.2	2	8	-55	-18	-330	-11	-1.2	127	CC[n+]1ccc(/C=C/c2c[nH]c3ccccc23)cc1
-0.8	-0.8	-3	-5	-1	3	2	-1	0.2	-4	COc1cc2c(cc1OC)CC(C(=O)NCc1ccccc1)NC2 (stereo not drawn)
1.2	-4.1	-4	1	3	-2	-2	-3	-0.7	16	COc1ccc(C(=O)Nc2cccc3c2CCCC3)cc1OC
0.8	-1.1	-1	-1	-21	-1	-2	-6	-0.6	-1	CC(OC(=O)CCCN=C1NS(=O)(=O)c2ccccc21)C(=O)Nc1ccccc1[N+](=O)[O-] (stereo not drawn)
0.1	1.1	1	12	2	1	-9	-2	0.1	-6	CCc1cc2cc(C)ccc2nc1SCC(=O)NNC(=O)c1ccco1
-1.3	0.7	4	·	-5	3	4	-4	-0.2	-6	C[C@H](CO)N1C[C@H](C)[C@@H](CN(C)S(=O)(=O)c2cccc(F)c2)Oc2ncc(Br)cc2C1=O
1.8	-0.4	7	-1	-1	0	41*	-3	0.9	35*	CC(=O)N/N=C/c1cc(C(C)(C)C)cc(/C=N/NC(C)=O)c1O
-0.5	7.8	·	·	0	·	·	·	-0.5	3	CCCCCCCCN1C(=O)[C@H](CC(=O)NCCc2ccccc2OC)C[C@@]2(C(=O)OC)CC(C)(C)CC=C12
0.5	-1.3	-3	-4	5	-3	10	-3	0.1	8	Cc1ccc(C(C)C)c(OCC(=O)NNC2=CC(=O)CC(C)(C)C2)c1
-0.6	-4.0	10	-11	0	-4	-7	-1	-0.2	5	COC(=O)C1=C(C)Nc2nnnn2C1c1cccs1 (stereo not drawn)

Not a hit list; 4.3% or so of the library scored in one or more.
